TAG inh – inhibitors of triacylglycerol accumulation, primary screen, cell-based, uHTS, fluorescence, H9c2; H9c2 cells, Nile Red lipid (TAG) fluorescence; cells loaded with 200 µM oleic acid; inhibition, % at 12.5 µM; 230,000 tested, 0.66% active;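 active = pattern-corrected inhibition of lipid staining of at least 50% with the nuclear-stain viability signal not falling by more than 50%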;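 note: 0% = DMSO wells and 100% = triacsin C control wells; some results filed as inactive read as strong as hits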
TAG inh DAPI viability – second read-out of TAG inh, no call of its own (marks repeat the call); DAPI nuclei signal change (viability), lower = more cytotoxic, %;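 whole-well DAPI fluorescence read on a plate reader as a viability signal; minus 50 percent equals half of cells still viable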
The depositor's hits bear a star.

Molecule,TAG inh,TAG inh DAPI viability
O=C(CC1CC2CCC1C2)N1CCN(S(=O)(=O)c2ccccc2C(F)(F)F)CC1 (stereo not given),-6.2,-0.2
C=CCn1c(COc2ccccc2)nnc1SCC(=O)N/N=C/c1cc(Cl)ccc1O,-4.8,-7.2
COc1cc(NC(=O)c2ccccc2)c(OC)cc1Cl,-2.7,0.6
Cc1ccccc1OCC(=O)NN1C(=O)C2C3C=CC(O3)C2C1=O (stereo not given),2.8,3.5
Cc1cccc(N2CCN(C(=O)C(C)C)CC2)c1C,8.6,-4.5
Cc1ccc(CNC(=O)c2cc(S(=O)(=O)N3CCCCC3)ccc2N2CCOCC2)cc1,-8.2,-5.7
COc1cc([N+](=O)[O-])cc(/C=N/NC(=O)Cn2cncn2)c1O,-5.3,14.8
COC(=O)C1=C(C)N(C)C(=S)NC1c1ccccc1 (stereo not given),8.8,-10.1
CCOCCn1c(CN2CCOCC2)nc2c1c(=O)[nH]c(=O)n2C,9.6,-9.6
CCOC(=O)C1CCN(C(=O)COC(=O)CSc2ccccc2C)CC1,-9.8,-2.2
COC(=O)C(NS(=O)(=O)c1ccc(C)cc1)c1ccccc1 (stereo not given),-11.6,-5.6
CCOC(=O)C(=CN=C(N)Nc1nc2ccccc2o1)C(=O)OCC,-4.9,-4.9
Cc1ccc(Oc2nc3ccccc3n3cccc23)cc1,-48.6,-1.4
Cc1cccc(C(=O)NCC(=O)OCC(=O)N(C)CC(=O)Nc2ccccc2Cl)c1,-7.5,0.0
CCCS(=O)(=O)N1CCN(c2ccccc2F)CC1,16.0,8.6
O=C(Nc1cccc2nsnc12)C1CC(=O)N(c2ccccc2)C1 (stereo not given),9.6,-7.1
O=C(N/N=C/c1ccc2cccc(OCc3ccccc3)c2n1)c1ccc(Cl)cc1,-8.8,25.4
COCCN(CCOC)S(=O)(=O)c1ccc(C(=O)Nc2nnc(C)o2)cc1,-4.7,10.5
CC(C)OCCCn1c(NN)nc2ccccc2c1=O,3.1,-10.8
O=C(Nc1ccccc1)c1cc(C2CCCCN2C(=O)OCCF)on1 (stereo not given),4.5,-1.3
Cc1ccc(C(=O)NS(=O)(=O)c2ccccc2)cc1,3.5,-3.0
O=C(C1CC1)N1CCc2cc(Br)cc(S(=O)(=O)NCc3ccc4c(c3)OCO4)c21,-6.2,19.7
Cc1occc1C(=O)N1CCCC(Nc2ccc(C(C)C)cc2)C1 (stereo not given),3.4,-7.1
CC(=O)c1cccc(NC(=O)C2CCCCC2)c1,-2.0,4.7
COc1cc(OC)c(OC)cc1CN1CCCC(C(=O)c2ccccc2SC)C1 (stereo not given),-6.4,-0.9
CCOc1cc(/C=N/NC(=O)c2cccs2)cc([N+](=O)[O-])c1O,-2.0,7.8
O=C(OCc1c(-c2ccccc2)ncc2ccccc12)c1ccc(C(F)(F)F)cc1,-15.7,-1.3
COc1ccc2sc(C)cc(=O)c2c1,-5.9,17.0
CCC/C(O)=C1\C(=O)CC(C)(C)CC1=NCCO,21.9,-5.1
CN(CCc1ccccc1)Cc1nc(-c2cnccn2)no1,3.0,4.2
COc1ccccc1CNC(=O)COC(=O)c1ccc([N+](=O)[O-])o1,-16.8,-1.0
Cn1c(=O)n(Cc2ccccc2)c(=O)c2c1nc1n2CCCN1Cc1ccccc1,-136.3,-6.8
O=C(Nc1ccc(Cl)cc1)c1ccsn1,-3.6,-4.2
COC(=O)c1ccc(C(=O)OC)c(NC(=O)COc2ccccc2OC)c1,14.1,-2.8
CCn1c(NCCc2ccc(OC)c(OC)c2)nc2c1c(=O)n(C)c(=O)n2C,-64.0,11.3
COc1ccc(C(=O)N/N=C/C2CC=CCC2)cc1OC (stereo not given),6.6,-6.6
C=CCn1c(C)cc(C(=O)CSc2nnc3n(CCC)c(=O)c4ccccc4n23)c1C,-21.1,4.7
Cc1nc2sccn2c(=O)c1S(=O)(=O)N1CCN(c2ccc(F)cc2)CC1,2.5,5.0
COc1ccc(C(=O)NC(=S)Nc2ccc3oc(=O)ccc3c2)cc1[N+](=O)[O-],4.0,-1.7
Fc1cccc(CO/N=C/c2c(-c3ccccc3)nc3ccc(Cl)cn23)c1,6.6,2.2
CN(c1ccccc1)S(=O)(=O)c1cccc(NC(=O)Cc2n[nH]c(=O)c3ccccc23)c1,-3.4,-3.7
Cc1cccc(NC(=O)CCCCC(=O)Nc2cccc(C)c2)c1,3.9,1.2
CC1(C)C(C(N)=O)C(=O)NC(=O)C1C(N)=O (stereo not given),-5.9,5.2
NC(CSC(c1ccccc1)(c1ccccc1)c1cccc2ccccc12)C(=O)O (stereo not given),-10.8,9.1
COc1cccc(Nc2nc(-c3sc(NC(=O)c4ccccc4)nc3C)cs2)c1,14.6,-0.1
O=C(NN=C1CCCC1)c1cccc(O)c1,9.8,-27.9
CC(C)CN(C(=O)COC(=O)c1ccccc1NCc1ccco1)c1c(N)n(Cc2ccccc2)c(=O)[nH]c1=O,-5.1,11.6
CC(C(=O)Nc1ccc(S(=O)(=O)N2CCCC2)cc1)N1CCN(C(=O)c2ccco2)CC1 (stereo not given),7.0,-4.8
O=C(CC(=O)Nc1nc(C23CC4CC(CC(C4)C2)C3)cs1)NCCO,7.0,-0.7
COc1ccc(-n2nc(C(=O)Nc3ccc(OC)c(OC)c3)c3c4ccccc4n(C)c3c2=O)cc1,81.8*,-36.2*

(listing goes on)
Molecule,TAG inh,TAG inh DAPI viability
COc1ccc(-c2nc(N3CCOCC3)nc3n[nH]c(N)c23)cc1,23.7,3.9
COc1cc(-c2nnc(SCc3cc(=O)oc4cc(C)ccc34)o2)cc(OC)c1OC,-1.0,-1.0
Cn1c(SCc2nnc(-c3ccc(F)cc3)o2)nnc1C1COc2ccccc2O1 (stereo not given),15.3,-10.3
O=S(=O)(NCC(c1ccc2c(c1)OCO2)N1CCN(c2ccccc2)CC1)c1ccccc1 (stereo not given),-14.3,-1.0
Cc1cccc(NS(=O)(=O)c2cccc([N+](=O)[O-])c2)n1,-8.5,3.9
CCCn1c2c(c(=N)c3c1CCC3)CCC2,-14.7,6.3
CCCCCn1c(Br)nc2c1c(=O)n(CC(N)=O)c(=O)n2C,2.0,1.9
CCCCNC(=O)/C(C#N)=C/c1ccc(F)cc1F,7.7,-6.0
O=C(NCc1ccc(F)cc1)c1cc(C2CCCCN2C(=O)CCc2ccccc2)on1 (stereo not given),19.0,-5.3
Cc1ccc(Sc2ccc(N)cc2C#N)cc1,-16.1,3.2
O=C(NCc1cccc(Cl)c1)c1cccc(S(=O)(=O)N2CCCCC2)c1,-14.6,1.9
CCC[C@H]1CC(=O)C=C(c2ccsc2)ON1C(=O)OC(C)(C)C,0.7,-0.2
Cc1ccc(NCC(O)C(O)C(O)CO)c(N=Nc2ccccc2)c1C (stereo not given),-0.1,10.2
CCNC(=O)CC(=O)Nc1ccccc1C(=O)O,21.1,-16.5
COC(=O)c1cc(Br)c(=O)n(Cc2ccc3c(c2)OCO3)c1,-21.5,-5.6
COc1ccc(Cl)cc1NC(=O)CSc1nnc(Cn2c(=O)sc3ccccc32)n1C,38.3,-17.7
O=C(OCc1ccccc1)N1CCC2CC1c1cc(NCCc3ccccc3)ccc12 (stereo not given),5.6,5.9
COc1nc(NS(=O)(=O)c2ccc(C)cc2)nc(C)c1Cl,3.4,-8.1
O=C(CNC(=O)c1ccc(Cl)cc1Cl)OCCOc1ccccc1F,22.8,-11.9
CCOC(=O)C1(CCCc2ccccc2)CCN(C(=O)c2cnn(CC)c2)CC1,-4.2,0.3
CN(C(=O)CO/N=C/c1ccc(Cl)cc1)c1ccccc1,-9.9,-3.9
N#CCSc1nnc(COc2cccc3ccccc23)n1-c1ccccc1,18.4,-14.4
Cc1ccc(NS(=O)(=O)c2cc3c4c(cccc4c2)C(=O)NC3=O)cc1C,4.0,0.1
COc1ccc([C@H]2CC(=O)C=C(c3ccc4c(c3)OCO4)C2)cc1OC,1.6,-4.4
COc1ccc(CNC(=O)C2Cc3c(-c4cccc(C(C)=O)c4)ccnc3O2)cc1OC (stereo not given),24.9,-12.8
CC(=O)c1cccc(NC(=O)C2(C)Cc3c(-c4ccccc4)ccnc3O2)c1 (stereo not given),-8.7,3.9
COc1ccc(N(CCOc2ccccc2)S(=O)(=O)c2ccccc2)cc1,-26.4,0.4
CCn1cc(S(=O)(=O)Nc2cc(C)ccc2F)cn1,9.0,4.8
CC(=O)c1ccc(S(=O)(=O)N2CCCC(N(C)CCc3ccccc3)C2)cc1 (stereo not given),-47.9,0.1
O=C(CSc1nnc(NC(=O)c2ccccc2[N+](=O)[O-])s1)NCc1ccco1,28.6,-2.3

Sorted by heavy-atom count (ascending): some entries from above
Molecule,TAG inh,TAG inh DAPI viability
Cc1ccc(C(=O)NS(=O)(=O)c2ccccc2)cc1,3.5,-3.0
COc1ccccc1CNC(=O)COC(=O)c1ccc([N+](=O)[O-])o1,-16.8,-1.0
O=C(CSc1nnc(NC(=O)c2ccccc2[N+](=O)[O-])s1)NCc1ccco1,28.6,-2.3
Cn1c(=O)n(Cc2ccccc2)c(=O)c2c1nc1n2CCCN1Cc1ccccc1,-136.3,-6.8
COc1ccc(CNC(=O)C2Cc3c(-c4cccc(C(C)=O)c4)ccnc3O2)cc1OC (stereo not given),24.9,-12.8

Later entries
Molecule,TAG inh,TAG inh DAPI viability
CCCCN(C)c1c(C)nc2ccc(C(=O)N(C)Cc3ccco3)cn12,-5.3,1.6
CN(C)S(=O)(=O)c1ccc(C(=O)Nc2ccccc2C(=O)O)cc1,-14.1,17.7
O=C(Nc1cc(Sc2ccccn2)cc([N+](=O)[O-])c1)c1cccc(Cl)c1,-3.5,8.6
COc1ccccc1C1NC(=O)NC(C)=C1C(=O)OCC1CCCCC1 (stereo not given),-15.0,13.1
Cc1cc(NC(=O)Cn2cc([N+](=O)[O-])cn2)n(Cc2ccc(F)cc2)n1,1.4,2.1
CC(Oc1ccccc1F)c1nnc(SCC(=O)N(c2ccccc2)C2CCS(=O)(=O)C2)o1 (stereo not given),-7.0,1.7
COc1ccc(/C=C/C(=O)OCC(=O)Nc2ncc(Cl)cc2Cl)cc1,0.6,7.9
O=C(CCNS(=O)(=O)c1cccc2nonc12)NCCc1ccc(Cl)cc1,-21.0,9.7
C=CCN(C(=O)CSc1nc2ccsc2c(=O)n1Cc1ccc(C(=O)O)cc1)c1ccccc1,3.6,11.8
COCc1nc2sc(C)c(C)c2c(=O)[nH]1,13.6,-3.8
COC(=O)c1ccccc1NC(=O)CN(CCc1ccccc1)S(C)(=O)=O,-6.0,-9.0
Cc1ccc(-n2cc(C(=O)c3ccc4ccccc4c3O)cn2)cc1,-4.3,3.7
Cc1cccc(NC(=O)c2cccc(NS(=O)(=O)c3ccc(Cl)cc3)c2)c1,-1.7,2.5
O=C(Nc1ccccc1)OCC(CN1CCCCC1)OC(=O)Nc1ccccc1 (stereo not given),18.7,-0.4
NC(=O)Nc1ccc2c(c1)OCCO2,-0.3,8.6
CCCNc1nc2c(c(=O)[nH]c(=O)n2C)n1Cc1cccc(Br)c1,-0.9,-10.4
CCn1c(CSc2nnc(-c3ccc4c(c3)OCO4)o2)nc2cc(S(=O)(=O)N(C)C)ccc21,6.6,-1.7
CCc1ccc(/C=C2/SC(N3CCOCC3)=NC2=O)cc1,-12.1,1.6
CCCS(=O)(=O)N1CCCC(C(=O)Nc2ccc3c(c2)CCC3)C1 (stereo not given),5.9,4.1
COc1ccc(NC(=S)NC(=O)C2CCCCC2)cc1,16.1,-19.3

Reprinted from the part before: four compounds, then new ones.
Molecule,TAG inh,TAG inh DAPI viability
CCn1c(CSc2nnc(-c3ccc4c(c3)OCO4)o2)nc2cc(S(=O)(=O)N(C)C)ccc21,6.6,-1.7
CCc1ccc(/C=C2/SC(N3CCOCC3)=NC2=O)cc1,-12.1,1.6
CCCS(=O)(=O)N1CCCC(C(=O)Nc2ccc3c(c2)CCC3)C1 (stereo not given),5.9,4.1
COc1ccc(NC(=S)NC(=O)C2CCCCC2)cc1,16.1,-19.3
Cc1nc(N)c2c(Cc3cccc4ccccc34)nn(C(C)(C)C)c2n1,-48.5,3.5
CCOC(=O)c1ccccc1NC(=O)COC(=O)CCCOc1ccccc1,5.7,-1.7
CCn1c(NCc2cc(Cl)ccc2O)nc2ccccc21,-6.7,9.2
CCOC(=O)CN(C(=O)COc1nc(C)cc(C)c1C#N)c1ccc(F)cc1,-11.2,-2.4
O=C(Nc1ccccc1)c1ccccc1NS(=O)(=O)c1ccc(Cl)s1,0.4,-0.1
CCC(=O)c1ccc(-c2ccccc2)cc1,5.4,10.0
CCOc1ccc(NC(=O)CCC(=O)N/N=C2\CCCc3ccccc32)cc1,1.0,-7.5
O=C(CCCNc1ccccc1)N/N=C/c1cccs1,2.2,-2.2
COc1ccc(N2CCN(C(=O)COC(=O)c3cccc(S(=O)(=O)Nc4ccccc4OC)c3)CC2)cc1,-65.8,5.0
CCN1CCN(C(=O)N[C@@H](C(=O)N[C@@H]2C(=O)N3C(C(=O)O)=C(CSc4nnnn4C)CS[C@H]23)c2ccc(O)cc2)C(=O)C1=O,2.5,2.0
N#CCc1c(C#N)c(N)nc(N2CCCC(O)C2)c1C#N (stereo not given),4.6,-1.4
CCOc1ccc(N2CC(C(=O)Nc3c(C)n(C)n(-c4ccccc4)c3=O)CC2=O)cc1 (stereo not given),6.7,0.4

Some of the compounds tested (hit frequency here may not be typical).
